CCHFV vOTU inh: CCHFV vOTU protease inhibitors, primary screen, biochemical, Pep-AMC substrate, fluorescence; actives 0.55% (n = 370,000); inhibition, % at 11.5 µM; Crimean-Congo hemorrhagic fever virus L polyprotein viral ovarian tumor (vOTU) protease …; in the data active = inhibition above about 30%; also: 0% = vehicle wells with enzyme and 100% = no enzyme wells
FadD28 binding: inhibitors of FadD28 bisubstrate probe binding, primary screen, biochemical, fluorescence polarization, single point; inhibition, % at 12.5 µM; actives 0.22% (n = 360,000); in the data active = inhibition above about 8.5%, passing the limit was not always enough; inconclusive = no clear call, values can overlap the other calls
BoNT A protease: BoNT/A light chain protease inhibitors, primary screen, biochemical, flow cytometry, MLPCN library; Botulinum neurotoxin type A light chain protease (Clostridium botulinum A str. ATCC 3502); actives 0.17% (n = 360,000); multiplex microsphere protease substrate cleavage; inhibition, % at 10 µM; also: plate controls were buffer without enzyme for full effect and enzyme alone for no effect
PfHsp40 yeast: rescue of yeast from PfHsp40 toxicity, primary screen, S. cerevisiae, ATP luminescence. S. cerevisiae expressing PfHsp40, growth rescue. growth rescue, % at 12.5 µM. actives 0.68% (n = 340,000). AID 504582, 2011; in the data active = growth rescue above about 28%, passing the limit was not always enough; inconclusive = no clear call, values can overlap the other calls;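 also: yeast W303a lacking pdr1 and pdr3 grown in galactose medium; growth measured after three days at 30 °C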
Anthrax LF prot: Bacillus anthracis LF protease inhibitors, primary screen, biochemical, multiplex microsphere, MLPCN library | Lethal factor (Bacillus anthracis), P15917 | multiplex microsphere protease cleavage assay | inhibition, % at 10 µM | actives 0.12% (n = 360,000) | AID 588501, 2011; also: plate controls were buffer without enzyme for full effect and enzyme alone for no effect
Target sequence (P15917 whole entry, looked up): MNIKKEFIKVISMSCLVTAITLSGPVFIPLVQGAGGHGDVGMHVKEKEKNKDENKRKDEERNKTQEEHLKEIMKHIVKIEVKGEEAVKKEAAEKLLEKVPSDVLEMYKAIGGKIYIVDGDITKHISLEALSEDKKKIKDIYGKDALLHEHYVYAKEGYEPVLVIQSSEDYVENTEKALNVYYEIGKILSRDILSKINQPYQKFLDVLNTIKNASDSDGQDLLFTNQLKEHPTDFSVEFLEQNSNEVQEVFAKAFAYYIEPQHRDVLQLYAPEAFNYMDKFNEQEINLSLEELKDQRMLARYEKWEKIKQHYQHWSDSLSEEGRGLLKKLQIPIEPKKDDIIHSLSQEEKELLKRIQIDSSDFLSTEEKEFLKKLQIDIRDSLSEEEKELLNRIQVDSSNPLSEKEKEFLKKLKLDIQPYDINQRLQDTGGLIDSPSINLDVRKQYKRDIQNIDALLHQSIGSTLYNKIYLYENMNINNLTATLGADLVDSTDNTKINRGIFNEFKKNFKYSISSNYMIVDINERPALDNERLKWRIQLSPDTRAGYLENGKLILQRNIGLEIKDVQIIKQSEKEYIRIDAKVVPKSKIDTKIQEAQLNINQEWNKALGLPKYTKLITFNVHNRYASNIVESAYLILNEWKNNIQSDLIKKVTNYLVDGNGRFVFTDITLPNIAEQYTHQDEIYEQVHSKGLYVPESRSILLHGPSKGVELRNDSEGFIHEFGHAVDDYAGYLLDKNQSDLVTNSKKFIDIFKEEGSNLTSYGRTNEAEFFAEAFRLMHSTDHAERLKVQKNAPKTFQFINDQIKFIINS
BoNT F protease: BoNT/F light chain protease inhibitors, primary screen, biochemical, flow cytometry, MLPCN library; Botulinum neurotoxin type F light chain protease (Clostridium botulinum); Multiplex microsphere protease cleavage assay; inhibition, % at 10 µM; actives 0.22% (n = 360,000); in the data active = inhibition above about 35%, passing the limit was not always enough; inconclusive = no clear call, values can overlap the other calls; also: plate controls were buffer without enzyme for full effect and enzyme alone for no effect
TcdB inh: TcdB glycohydrolase inhibitors, primary screen, biochemical, single point, plate reader | TcdB glycohydrolase enzymatic assay | Toxin B (Clostridioides difficile), P18177 | actives 0.24% (n = 350,000) | inhibition, % at 9.99 µM; in the data active = inhibition above about 10%
PrPC TRFRET: inhibitors of human cell surface prion protein PrPC, primary screen, cell-based, TR-FRET; TR-FRET read-out; inhibition, % at 13.8 µM; Major prion protein (Homo sapiens), P04156; actives 0.43% (n = 370,000); in the data active = inhibition above about 24%; also: 0% = median of the test wells and 100% = reference compound wells
Y pestis TopoI: Yersinia pestis topoisomerase I inhibitors, primary screen, biochemical, cleavage product accumulation, plate reader, single point; DNA topoisomerase I (Yersinia pestis CO92); Y. pestis Topo-I cleavage product accumulation; activity, % at 10 µM; actives 0.064% (n = 360,000); in the data active = activity above about 50%, passing the limit was not always enough; inconclusive = no clear call, values can overlap the other calls; also: inactives centre near 2
* = called active by the depositor; ? = inconclusive; / = not tested or not shown; & = joins results of further samples. Rule as the data show it, unless noted: active = inhibition above about 30%; inconclusive = no clear call, values can overlap the other calls; inactive = below that.

The opening four compounds as a preview:
structure,CCHFV vOTU inh,FadD28 binding,BoNT A protease,PfHsp40 yeast,Anthrax LF prot,BoNT F protease,TcdB inh,PrPC TRFRET,Y pestis TopoI
COc1ccc(C(=O)NCCc2ccc(C(F)(F)F)cc2)cc1S(=O)(=O)N1CCOCC1,10,-1.4,1.0,-0.1,-3,6,0.6,-3,2
O=C(NCC1CCCCC1)c1[nH]c(C(F)(F)F)nc1-c1ccccc1,24,1.4,1.0,/,0,4,0.3,7,/
O=C(CSc1nnc(-c2ccco2)n1-c1ccccc1)NCC1CCCO1 (stereo not given),-6,-0.2,2.5,0.0,3,2,0.8,5,-3
COc1ccc(/C=N/NC(=O)Nc2cccc3nsnc23)c(OC)c1,-5,-1.9,0.3,-1.0,4,-2,/,1,-5

The listing, from the start:
structure,CCHFV vOTU inh,FadD28 binding,BoNT A protease,PfHsp40 yeast,Anthrax LF prot,BoNT F protease,TcdB inh,PrPC TRFRET,Y pestis TopoI
COc1ccc(C(=O)NCCc2ccc(C(F)(F)F)cc2)cc1S(=O)(=O)N1CCOCC1,10,-1.4,1.0,-0.1,-3,6,0.6,-3,2
O=C(NCC1CCCCC1)c1[nH]c(C(F)(F)F)nc1-c1ccccc1,24,1.4,1.0,/,0,4,0.3,7,/
O=C(CSc1nnc(-c2ccco2)n1-c1ccccc1)NCC1CCCO1 (stereo not given),-6,-0.2,2.5,0.0,3,2,0.8,5,-3
COc1ccc(/C=N/NC(=O)Nc2cccc3nsnc23)c(OC)c1,-5,-1.9,0.3,-1.0,4,-2,/,1,-5
CCOC(=O)C1=C(CCc2ccccc2)NC(=O)NC1c1ccc2ccccc2c1 (stereo not given),1,-2.3,0.2,-0.4,-4,-9,-0.1,-3,26
CCCOc1ccc(CSc2nc3ccccc3[nH]2)cc1,8,-1.1,?,?,-5,3,/,11,0
CC(C)c1ccc(S(=O)(=O)N2CCC3(CC2)OCCO3)cc1,10,-1.4,-3.2,-0.4,-9,-10,1.2,4,1
Cc1nn(-c2ccccc2)c(C)c1/C=N/NC(=O)c1cc(C2CC2)[nH]n1,-1,-4.7,0.1,1.2,-1,4,/,11,6
COc1cccc2cc(/C(=N/O)c3ccccc3)oc12,-8,-4.3,-0.3,5.3,4,-1,1.8,-11,3
COCCn1c(C)cc(C(=O)CN2CCCCC2)c1C,-7,0.3,-0.1,-0.7,-4,-9,0.6,-4,8
C[C@H]1CN([C@@H](C)CO)C(=O)CCCn2cc(nn2)CO[C@@H]1CN(C)C(=O)Nc1ccccc1C(F)(F)F,-2,-3.4,0.0,/,-3,8,1.1&1.4,1,0
CCCC(=O)Nc1ccc2c(c1)nc(CCN1CCC(C)CC1)n2C,10,0.4,-0.3,/,4,-3,0.9,-15,4
CCOC(=O)c1ccc(-c2c(-c3ccccc3OC)sc3ccc(OC)cc23)cc1F,6,-1.2,0.9,-0.3,5,-2,1.3,5,-6
COc1cc(NC(=O)COc2cc(C)cc3oc(=O)cc(C)c23)cc(OC)c1OC,13,0.0,-0.3,/,-9,0,-0.1,-5,-2
CC/C(=N\NC(=O)c1nnn(-c2nonc2N)c1-c1ccc2c(c1)OCO2)c1ccccc1,-3,-5.8,0.6,0.9,-2,-4,1.1,-3,-1
Cc1cccc(C)c1NC(=O)CN1CCN(C(=O)c2cc(C3CC3)nn2-c2ccccc2)CC1,-7,-2.1,-0.9,/,-6,-8,-1.5,-7,27
CN(C)CCCNCCCNC(=O)c1ccncc1,-3,0.0,1.3,0.6,-8,0,/,-7,-7
CCCn1c(C2CCCN2c2nc(-c3ccc(C)cc3)cs2)nc2ccccc21 (stereo not given),12,0.1,-0.1,0.6,-4,-12,0.0,2,37
CCCc1cc(C(=O)NNC(=S)NC(C)c2ccccc2)cs1 (stereo not given),11,2.5,-1.0,-0.6,-4,-11,/,8,-4
COC(=O)c1c(C(=O)OC)c(-c2ccc(F)cc2)n2c1CS(=O)C2 (stereo not given),-5,-1.8,1.2,-1.1,-5,-5,1.3,0,3
CCC(NC(=O)NNC(=O)c1ccncc1)(C(F)(F)F)C(F)(F)F,-7,-3.1,-0.6,-0.9,3,?,-7.5,-5,-11
O=C(OC(C(=O)O)C(OC(=O)c1ccccc1)C(=O)NCc1ccccc1)c1ccccc1 (stereo not given),-10,-0.1,0.0,-2.5,3,-18,/,-3,4
O=c1cc(CO)occ1OCc1ccccc1,2,0.3,-1.1,-2.1,-3,-13,/,1,9
COc1ccc(-c2csc(NC(=O)CSc3ncn[nH]3)n2)cc1OC,-5,0.9,-0.4,-0.7,-2,0,2.2,5,2
CCCNS(=O)(=O)c1ccc(CCC(=O)NCC2CCCO2)cc1 (stereo not given),3,0.6,-1.9,-0.6,0,-9,/,2,2
CCc1nc2ccccc2n(CCOCCOCCn2c(=O)c(CC)nc3ccccc32)c1=O,2,-4.2,0.5,-0.6,-1,0,/,-1,31
COC(=O)c1cccc(CN2C(=O)C(C)Sc3ccc(C)cc32)c1 (stereo not given),-5,-0.8,0.5,/,-2,-3,1.8,0,32
COc1cc(C(=O)c2cocc2C(=O)c2ccc3c(c2)OCO3)cc(OC)c1OC,7,-1.3,-0.6,-0.9,-16,16,1.4,20,1
CCOc1ccc(NC(=O)CN(C)C(=O)c2ccccc2SCc2c(C)noc2C)cc1OCC,-3,-3.8,-1.8,-0.2,-5,-2,2.3,3,16
COCCN1C=C(C(=O)OC)C(c2ccc(OC)c(OC)c2)C(C(=O)OC)=C1,-43,0.7,-2.0,0.3,-3,-14,0.8,-4,-2
COc1ccc(NC(=O)c2ccc(OC)c(S(=O)(=O)N3CCCCC3C)c2)cn1 (stereo not given),-6,-3.7,/,-1.3,/,/,1.2,-2,5
COc1ccc(OC)c2sc(N3CCN(c4ccccc4)CC3)nc12,16,-1.0,0.5,0.2,-3,-5,/,-1,-2
O=C(O)CSc1nnc(COc2ccc(Br)cc2)n1-c1ccccc1,-9,-1.3,-3.4,-0.8,9,-53,0.8,4,14
Cc1cc(-c2ccccc2)n(-c2cc(N/N=C/c3ccccc3O)ncn2)n1,5,-1.5,-0.3,582*,-6,-4,1.5,-4,4
COC(=O)NCc1cccc(CNC(=O)OC)c1,9,-1.3,-0.2,-0.9,-3,-6,/,-1,-1
Cc1noc(C)c1-c1nnc(-c2ccc(C(F)(F)F)cc2)o1,0,1.7,-1.5,-0.5,10,-14,1.0,2,-7
O=C(NCc1ccco1)C1CC(c2cccc([N+](=O)[O-])c2)=NO1 (stereo not given),13,-2.9,-0.3,-1.6,-6,-5,0.0,-17,-1
FC(F)(F)c1cnc(Sc2nnc(-c3cccs3)n2CC2CCCO2)c(Cl)c1 (stereo not given),-2,-5.9,1.4,1.8,0,1,/,10,4
NNc1nc2c(Cl)cccc2s1,-5,-1.5,1.2,-1.2,-2,2,-1.8,-11,-2
O=c1[nH]c(C2CCN(S(=O)(=O)c3ccc(S(=O)(=O)NC4CC4)cc3)CC2)nc2c1nnn2Cc1ccc(F)cc1,21,-2.8,0.6,1.8,0,5,0.5,0,21
CCc1c(C)c2cc(Cl)c(O)c(CN3CCCC3)c2oc1=O,-267,0.1,-1.6,2.5,-14,9,0.8,9,-7
O=S(=O)(c1ccc(Cl)c(S(=O)(=O)N2CCCC2)c1)N1CCCC1,-2,0.2,-2.0,-1.2,-4,-9,0.9,2,-4
COc1ccc(N(C(=O)CCl)C(C(=O)NCCc2ccccc2)c2cccs2)cc1Cl (stereo not given),12,-2.0,0.3,2.1,0,-4,0.8,-13,21
O=C(Cc1sc(-c2ccccc2)nc1-c1ccccc1)Nc1ccc(Cl)cc1,-1,-0.2,-1.1,-0.5,-2,-8,/,-9,-5
COc1cc(C)ccc1OCc1cc(C(=O)NC(c2ccccn2)C(F)(F)F)no1 (stereo not given),19,-1.4,-0.7,/,0,-8,-0.5,19,17
NC1(C(=O)O)CCCCC1c1ccccc1 (stereo not given),-4,-1.8,0.9,-0.3,-1,-10,1.7,2,-1
CC(=N/O)/C(C)=N\NC(=O)c1ccccn1,11,-3.4,-0.2,-0.6,6,-4,0.3,1,-8
CC(C)C[C@H](NC(=O)Nc1ccc(S(N)(=O)=O)cc1)C(=O)O,-13,-1.8,-1.4,-0.4,-6,-17,/,-1,0
COc1cc2c(cc1OC)CN(C(=O)c1ccc(Cl)c(S(=O)(=O)N3CCCC3)c1)CC2,11,-3.0,-0.3,0.1,0,-4,-1.1,-2,10
C=CCNCCOc1ccccc1-c1ccccc1,2,-2.0,0.4,0.1,5,4,/,11,-2

The list continues:
structure,CCHFV vOTU inh,FadD28 binding,BoNT A protease,PfHsp40 yeast,Anthrax LF prot,BoNT F protease,TcdB inh,PrPC TRFRET,Y pestis TopoI
CCOC(=O)N1CCN(Cc2nc3c(c(=O)n(C)c(=O)n3C)n2Cc2ccccc2C)CC1,-5,0.2,-0.2,-0.5,-3,-10,/,-6,17
Cc1csc(SCC(=O)NC(=O)NC(C)(C)C)n1,-5,-1.9,0.4,-0.7,0,0,-0.1,4,2
COC(=O)CCCNC(=O)c1ccc(OC2CCN(CCc3ccccc3)CC2)cc1,-5,-0.6,-0.1,0.7,-2,-7,1.0,-2,9
CCOC(=O)C1CCN(C(=O)COc2ccc(C(=O)c3ccccc3)cc2)CC1,12,-4.4,-0.3,/,-5,-3,4.9,-3,25
CN1CCN(C(=S)Nc2cccc(Cl)c2)CC1,-8,-2.9,-0.3,0.0,0,-2,/,0,3
Cc1c(C)n(CCc2ccccc2)c2ncnc(NCCO)c12,-5,-6.7,0.9,-0.9,2,-7,0.0,8,7
COc1cc(NC(=O)c2cc([N+](=O)[O-])ccc2Br)ccc1NC(=O)c1ccco1,-23,-1.2,0.7,1.3,-2,-5,/,-32,4
O=C(Cc1ccccc1[N+](=O)[O-])NC1CCN(Cc2ccccc2)CC1,7,0.6,-0.6,-1.0,-10,20,-0.3,-5,-8
COc1ccc(CC2(CO)CCN(S(=O)(=O)c3c(C)nn(C)c3C)CC2)cc1,-5,-0.9,-0.4,-1.2,-4,1,1.2,2,-1
Cc1ccc2c(C)c(C(=O)Nc3cccnc3)oc2c1,-16,0.2,0.2,0.8,-1,-4,/,-3,5
CCOC(=O)c1ccc(CNC(=O)CCC(=O)O)cc1,8,-0.4,-0.8,-1.5,5,0,/,1,-3
COc1ccc(NC(=O)c2cc(C3CCCCN3S(=O)(=O)c3ccc(F)cc3F)on2)c(C)c1 (stereo not given),15,0.1,-0.5,/,-4,-6,2.2,5,24
CC(=O)NC1(c2cccc(F)c2)CCN(CC(=O)NC2CCCCC2)CC1,20,-2.9,0.6,0.1,1,-5,0.6,0,-3
COc1cccc(CNS(=O)(=O)c2ccc3c(c2)NC(=O)CS3)c1,-3,-5.2,-0.1,-0.3,2,2,0.8,2,0
O=C(C[C@@H]1C/C=C\CCCC(=O)OC[C@@H]2CCCN2C1=O)N[C@H](CO)Cc1ccccc1,-7,-2.6,-0.3,-0.9,8,-6,1.2,4,0
Cc1cccn2cc(-c3ccc(F)cc3)cc12,-16,-1.3,2.2,-2.4,-2,-10,2.3,0,-11
CCOC(=O)C1=NNC2(c3ccccc3)C(=O)N(c3cccc(Br)c3)C(=O)C12 (stereo not given),4,-0.4,-0.2,2.5,1,-6,1.1,4,1
CC1(C(=O)NS(=O)(=O)c2ccccc2)CCN1C(=O)C1(c2ccc(Cl)cc2)CC1 (stereo not given),4,-1.1,0.2,/,2,-3,1.1,-3,4

Bioassay records from PubChem BioAssay.
